GLS inh – blocks human kidney-isoform glutaminase activity; O94925; AID 624170; 410,000 tested, 0.21% active; GLS enzymatic activity, qHTS titration; Potency, µM (highest dose often 45.5 µM), without a hit: at the highest dose activity change, negative = inhibition, actives largely listed as inhibitors; also: % is scaled to controls: 0 for no effect and ±100 for the full control effect
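Enzyme dispensed in phosphate buffer (45 mM, pH 8.2, 0.02% Tween-20), compounds pinned in, then 1 mM L-glutamine solution and the glutamate oxidase–HRP–Amplex Red mix added; fluorescence read immediately and again after 30 min at room temperature.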
Pol iota inh – DNA polymerase iota (human) inhibition; Pol iota fluorescent replication assay, 10 min; Potency, µM (titrated, usually from 115 µM), inactives show at the highest dose activity, negative = inhibition, hits mostly inhibitors; 390,000 tested, 1% active
Target sequence (Q9UNA4 whole entry, looked up): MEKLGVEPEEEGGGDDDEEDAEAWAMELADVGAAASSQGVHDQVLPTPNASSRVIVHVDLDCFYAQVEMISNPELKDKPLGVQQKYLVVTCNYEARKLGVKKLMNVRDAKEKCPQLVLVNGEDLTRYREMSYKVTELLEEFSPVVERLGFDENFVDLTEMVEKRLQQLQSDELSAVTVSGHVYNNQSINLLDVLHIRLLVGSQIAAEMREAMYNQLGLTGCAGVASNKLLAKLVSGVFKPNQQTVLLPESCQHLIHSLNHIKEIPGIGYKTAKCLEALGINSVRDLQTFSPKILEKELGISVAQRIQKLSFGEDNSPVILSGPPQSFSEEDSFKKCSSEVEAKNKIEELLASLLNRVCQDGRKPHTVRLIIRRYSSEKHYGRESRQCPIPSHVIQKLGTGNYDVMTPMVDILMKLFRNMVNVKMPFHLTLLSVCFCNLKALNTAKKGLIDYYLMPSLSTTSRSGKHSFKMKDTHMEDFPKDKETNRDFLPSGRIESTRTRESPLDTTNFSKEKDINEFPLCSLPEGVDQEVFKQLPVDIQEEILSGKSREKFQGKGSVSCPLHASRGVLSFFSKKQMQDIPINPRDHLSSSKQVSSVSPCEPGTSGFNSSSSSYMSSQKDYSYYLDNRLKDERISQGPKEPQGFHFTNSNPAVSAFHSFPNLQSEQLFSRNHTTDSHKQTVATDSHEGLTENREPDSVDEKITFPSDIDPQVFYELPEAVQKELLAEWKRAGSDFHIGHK
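Pol iota at 10 nM preincubated 15 min with compounds at room temperature; reaction started with fluorescent substrate, 50 nM final. Fluorescence read kinetically at 0 and 10 min; buffer-only wells as negative control.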
Pin1 inhibitor – human Pin1 inhibition | Q13526 | Pin1 FP peptide displacement, HiFluor488, 10 min | Potency, µM (highest dose often 115 µM), for the others: at the top dose activity, negative = inhibition, usual class: inhibitors | 390,000 tested, 0.009% active | AID 504891; active = well fitted inhibition curve with a large enough effect in the polarisation, with a control signal flat, not every such curve was filed as active; inconclusive = small, poorly fitted or top-dose-only effect, or effect the other way, or a change in a side signal; inactive = no such curve, though single readings can be large or run the other way; the % refers to the polarisation; also: % is scaled to controls: 0 for no effect and ±100 for the full control effect
HP1b binding inh – blocks HP1-beta chromodomain binding to methylated histone tails; P83916; AlphaScreen HP1-beta / biotin-H3K9me3 peptide binding; Potency, µM (top dose mostly 114 µM), for the others: at the highest dose activity change, negative = inhibition, most hits filed as inhibitors; 390,000 tested, 0.56% active; AID 540317; also: nearly all actives have a fitted effect of over 70% in size; inactives centre near 23
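Compound inhibition of the preformed complex between 50 nM HP1-beta and 50 nM biotinylated H3K9me3 peptide was read by AlphaScreen. Buffer was PBS pH 7.4 with 0.01% Tween-20. Incubations ran 30 min at room temperature, with 10 ug/mL donor/acceptor beads.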
BAZ2B inh – BAZ2B (human) inhibition | Q9UIF8 | AlphaScreen BAZ2B-H3K14Ac peptide displacement | Potency, µM (highest dose often 114 µM), without a hit: at the highest dose activity change, negative = inhibition, actives largely listed as inhibitors | 360,000 tested, 4.4% active | AID 504333; also: % is scaled to controls: 0 for no effect and ±100 for the full control effect; nearly all actives have a fitted effect of over 60% in size
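AlphaScreen displacement: compounds (up to 110uM) incubated 30 min at room temperature with a preformed 50 nM BAZ2B/50 nM biotinylated H3K14Ac peptide complex in PBS pH 7.4 with Tween-20. Donor and acceptor beads at 10 ug/mL final added, 20 min light-protected before reading.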
JMJD2A Tudor inh – blocks the human JMJD2A Tudor domain; O75164; AlphaScreen JMJD2A-Tudor / H3K4me3 peptide binding; Potency, µM (top dose mostly 114 µM), for inactives: at the highest dose activity change, negative = inhibition, actives largely listed as inhibitors; 390,000 tested, 4.4% active; also: % is scaled to controls: 0 for no effect and ±100 for the full control effect; nearly all actives have a fitted effect of over 50% in size
BLM inh – inhibitors of human Bloom syndrome helicase BLM; P54132; recombinant BLM DNA unwinding, fluorescence dequenching; Potency, µM (doses to about 56.1 µM), without a hit: at the top dose activity change, negative = inhibition, hits mostly inhibitors; 350,000 tested, 0.2% active; AID 2528;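 also: plate controls were vehicle for no effect and no enzyme for full effect; nearly all actives have a fitted effect of over 35% in size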
Tb PGK inh – inhibitors of T. brucei phosphoglycerate kinase; Potency, µM (doses to about 57.5 µM), inactives show top-dose activity change, negative = inhibition, usual class: inhibitors; PGK/GAPDH coupled, Kinase-Glo luminescence, 60 min; P07378; 380,000 tested, 0.043% active; AID 602233; also: % is scaled to controls: 0 for no effect and ±100 for the full control effect; nearly all actives have a fitted effect of over 60% in size
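Recombinant glycosomal PGK reaction used 1,3-bisphosphoglycerate generated in-well by GAPDH (100nM final) in 100mM TEA pH 7.6, 5mM MgCl2, 0.01% Tween-20. After 60 minutes at room temperature, ATP was read by Kinase-Glo Plus luminescence end-point.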
G9a block – G9a (human) methyltransferase inhibition; Q96KQ7; 350,000 tested, 8.8% active; Potency, µM (titrated, usually from 102 µM), inactives show top-dose activity, negative = inhibition, most hits filed as inhibitors; AID 504332; G9a H3K9 monomethylation, AlphaScreen, 2 h; also: % is scaled to controls: 0 for no effect and ±100 for the full control effect; nearly all actives have a fitted effect of over 75% in size
Target sequence (Q96KQ7 913-1193 limits assumed): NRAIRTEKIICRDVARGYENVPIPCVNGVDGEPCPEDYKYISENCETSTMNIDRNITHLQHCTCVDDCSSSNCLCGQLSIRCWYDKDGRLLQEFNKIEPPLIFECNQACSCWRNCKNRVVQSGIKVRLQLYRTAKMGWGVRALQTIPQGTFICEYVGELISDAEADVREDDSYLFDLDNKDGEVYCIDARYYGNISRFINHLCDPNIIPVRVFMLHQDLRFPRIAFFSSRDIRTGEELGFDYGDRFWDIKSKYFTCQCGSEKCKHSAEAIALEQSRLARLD
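AlphaScreen detection with an anti-monomethyl H3K9 antibody quantified product after a 2 h room-temperature reaction containing 500 nM biotinylated H3K9 peptide, 20 µM SAM and 20 nM enzyme, which had been preincubated 15 min with compound.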
Active calls of the source: *; i = inactive; u = inconclusive; x = no result given; [ ] = remark or other dose. Unless noted, calls follow the shape of the dose curve; as a rule, active = well fitted curve in the direction sought with a large enough effect; inconclusive = small, poorly fitted or top-dose-only effect, or another doubt; inactive = no such curve, though single readings can be large; an effect the other way counts as inactive or inconclusive. Potency is read from the fitted curve at half-maximal effect. The list is partial; count on the stated rates, not on these rows.

canonical_smiles,GLS inh,Pol iota inh,Pin1 inhibitor,HP1b binding inh,BAZ2B inh,JMJD2A Tudor inh,BLM inh,Tb PGK inh,G9a block
CC(=O)c1cccc(NC(=O)Cc2cccs2)c1,-1%,-18%,14%,20%,-8%,-15%,-23%,i,u
COc1ccc(Nc2nc(-c3cc4cccc(OC)c4oc3=O)cs2)cc1,7%,3%,19%,2%,u,-31%,2%,2%,45µM*
CCCN1C(=O)C(O)(CC(=O)c2cccc(OC)c2)c2ccccc21 (stereo unspecified),12%,14%,0%,-39%,56µM*,u,-2%,-4%,-39%[12.7 µM]
COc1ccccc1OCCNC(=O)CCNS(=O)(=O)c1ccc(C)cc1,0%,26%,-6%,37%,x,8%,x,0%,x
O=C(Nc1cccc(S(=O)(=O)NC2=NCCC2)c1)c1cc(-c2ccccn2)nc2ccccc12,-1%,0%,11%,31%,u,-25%,-9%,-1%,-33%
O=C(CN1C2=NCCN2c2ccccc21)c1ccc(Br)cc1,16%,6%,-2%,38%,-4%,-11%,-4%,10%,-20%[59 µM]
CON(C)c1nc(OCC#N)nc(N(C)C)n1,0%,70%[activator],-2%,27%,-1%,-3%,3%,-6%,18%
Cc1cccc(NC(=O)CSc2nnc(CNC(=O)c3ccco3)o2)c1,6%,14%,-5%,55%[activator],-11%,-2%,1%,10%,11µM*
COc1ccc(NC(C)=O)cc1NC(C)C(=O)Nc1ccc(F)c(F)c1F (stereo unspecified),-3%,-7%,5%,36%,-11%,-17%,2%,0%,50µM*
CNC(=O)c1cnn(-c2nc(-c3ccc(OC)cc3)cs2)c1C(F)(F)F,0%,-25%,-3%,25%,-17%,-6%,-8%,1%,9%

Two entries drawn at random from those above, as already listed:
canonical_smiles,GLS inh,Pol iota inh,Pin1 inhibitor,HP1b binding inh,BAZ2B inh,JMJD2A Tudor inh,BLM inh,Tb PGK inh,G9a block
COc1ccc(Nc2nc(-c3cc4cccc(OC)c4oc3=O)cs2)cc1,7%,3%,19%,2%,u,-31%,2%,2%,45µM*
O=C(Nc1cccc(S(=O)(=O)NC2=NCCC2)c1)c1cc(-c2ccccn2)nc2ccccc12,-1%,0%,11%,31%,u,-25%,-9%,-1%,-33%

Remaining list, next part:
canonical_smiles,GLS inh,Pol iota inh,Pin1 inhibitor,HP1b binding inh,BAZ2B inh,JMJD2A Tudor inh,BLM inh,Tb PGK inh,G9a block
CC(C)CC(=O)N1CCN(C(=O)c2ccco2)CC1,-9%,115%[activator],-1%,36%,7%,-2%,3%,i,-11%
CCOc1ccccc1N(CC(=O)N1CCC(C(N)=O)CC1)S(=O)(=O)c1ccc(SC)cc1,-1%,13%,-6%,17%,-8%,-14%,-3%,-3%,x
COc1ccccc1CCNC(=O)C(=O)Nc1cc2c3c(c1)C(C)C(=O)N3CCC2 (stereo unspecified),2%,17%,-4%,-8%,u,-27%,x,0%,-34%
O=c1c2ccccc2nc(-c2ccc(Cl)cc2)n1CCCCOc1ccc(F)cc1,3%,5%,1%,94%[activator],33%,51%[activator],-4%,i,36%[59 µM]
COc1ccc(NC(=O)C(C)NS(=O)(=O)c2ccccc2)cc1Cl (stereo unspecified),1%,55%[activator],0%,29%,11%,-11%,1%,-3%,-3%[12.7 µM]
Cc1ccc(S(=O)(=O)N2CCN(C(=O)c3cc4c(s3)CCC(C)C4)CC2)cc1 (stereo unspecified),-11%,17%,2%,13%,8%,-9%,x,3%,-26%
Cc1ccn(CC(=O)N2CCCC(C(=O)c3cccc4ccccc34)C2)n1 (stereo unspecified),-5%,11%,u,41%[activator],0%,-13%,-2%,i,u
COc1ccc(N2CCN(CC(O)COCCOc3ccc(Br)cc3)CC2)cc1 (stereo unspecified),-5%,-14%,-3%,10%,45µM*,-20%,5%,-2%,10µM*
CC(O)c1cccc(N=Cc2ccc3ccccc3c2O)c1 (stereo unspecified),45%[activator],u,u,0%,u,u,-2%,-1%,1.8µM*
CC(NC(=O)/C(C#N)=C1\N=C(NC(=O)c2ccco2)c2ccccc21)c1ccccc1 (stereo unspecified),16%,-21%,20%,0%,-18%,u,-2%,-1%,u
O=C(NCc1ccco1)c1sc2ccccc2c1Cl,-4%,-6%,0%,0%,-26%,-19%,-8%,-7%,u
NC(=S)NNC(=O)c1cccc(Cl)c1,0%,4%,0%,31%,29%,6%,-3%,-10%,71µM*
COc1ccccc1-n1cnnc1SCC(=O)Nc1nc(C)c(Cl)cc1Cl,11%,13%,-4%,25%,6%,-11%,1%,-1%,-5%[59 µM]
O=C(CCC(=O)OCC(=O)c1ccc(-c2ccccc2)cc1)Nc1cccc2cccnc12,-2%,5%,22%,49%[activator],5%,-5%,-3%,-8%,x
CC(=O)Nc1nonc1NC(=O)CSC1=NCCS1,-1%,6%,-5%,50%[activator],10%,-30%,-5%,-5%,56µM*
CC(C)CC(=O)NN(C)c1nc(-c2ccccc2)nnc1C(F)(F)F,4%,8%,4%,43%[activator],-3%,-4%,-3%,-8%,1%[59 µM]
Cc1cc(S(=O)(=O)c2cc3ccc(O)c(C)c3oc2=O)ccc1F,-1%,-24%,u,97%[activator],16%,18%,-4%,0%,11%
O=C(COc1ccc([N+](=O)[O-])cc1)NCCc1nc2ccccc2[nH]1,1%,10%,2%,39%[activator],0%,-21%,-3%,0%,x
CCO[C@H]1OC(C(=O)N2CCN(Cc3ccc4c(c3)OCO4)CC2)=C[C@@H](c2cn(C(C)=O)c3ccccc23)[C@@H]1CCCO,5%,60%[activator],2%,4%,-39%,u,-4%,-7%,-4%[59 µM]
O=C(CSc1nnnn1-c1cccc(O)c1)NC1CC1,11%,2%,-11%,18%,6%,-16%,-3%,-11%,x
Cc1ccc(C(=O)OCC2OC3OC(C)(C)OC3C2O)cc1 (stereo unspecified),-6%,164%[activator],-8%,36%,12%,5%,4%,0%,16%
O=C1c2ccccc2C2(c3ccccc3)NCCN12 (stereo unspecified),-7%,7%,-4%,2%,-14%,3%,-2%,6%,2%[59 µM]
Cc1cc(C(=O)N/N=C/c2ccc(Br)o2)n[nH]1,-11%,u,3%,34%,-15%,-11%,-4%,-7%,-8%
Cc1ccc(-n2c(Cc3ccccc3)nnc2SCc2nc(-c3cccs3)no2)cc1C,-25%,-9%,24%,6%,-22%,-28%,-5%,i,-33%[59 µM]
CCc1ccc(C2CC(=O)c3c([nH]c(C(=O)OCCOc4ccccc4)c3C)C2)cc1 (stereo unspecified),-6%,0%,12%,31%,-3%,-10%,-8%,-6%,-3%[59 µM]
CN(C(=O)c1ccoc1)c1ccc2ccccc2c1,-2%,8%,3%,27%,-11%,-14%,-1%,-7%,-2%
COc1ccc(N(C)S(=O)(=O)c2cccc(C(=O)NC3CCCC(C)C3C)c2)cc1 (stereo unspecified),-3%,4%,1%,25%,7%,-14%,x,-10%,0%
Cc1nc2nc(SCC(=O)NCc3ccccc3)nn2c(C)c1Cc1ccccc1Cl,12%,-7%,11%,39%[activator],-2%,-10%,-5%,-5%,0%[59 µM]
Cc1ccccc1-c1nnc(SCC(=O)Nc2cccc(C)c2C)o1,3%,2%,6%,55%[activator],-1%,4%,2%,-6%,6%
Cc1ccc(NC(=O)c2ccc(NCCCN3CCC(C)CC3)c([N+](=O)[O-])c2)c(C)c1,1%,u,1%,65%[activator],-20%,-3%,-5%,x,-3%
Cc1c(NS(=O)(=O)c2cccc(C(=O)NCc3cccc(Cl)c3)c2)c(=O)n(-c2ccccc2)n1C,10%,19%,7%,34%,x,-10%,x,3%,x
CCC(NC(=O)c1ccccc1O)c1ccccc1 (stereo unspecified),4%,-23%,-10%,28%,0%,-6%,-2%,-1%,16%[59 µM]
COc1cc(/C=N/n2c(C)n[nH]c2=S)ccc1OCc1ccc(F)cc1,-11%,-2%,6%,-3%,-15%,79µM*,-2%,-2%,1.3µM*
CCCCn1c(O)c(N=NC(=O)c2ccco2)c2ccccc21,-24%,1%,1%,u,u,u,-8%,i,-6%[59 µM]
O=C(Nc1c2n(c(=S)n(-c3ccccc3)c1=O)CCCCC2)c1ccccc1,4%,182%[activator],-2%,5%,18%,-15%,1%,-3%,-7%
COC(=O)[C@H](CCSC)NC(=O)N1CCN(Cc2ccccc2)CC1,-2%,-17%,1%,22%,-3%,-11%,2%,-1%,2%
COc1ccc(Cn2c(N)c(S(=O)(=O)c3cccs3)c3nc4ccccc4nc32)cc1,7%,7%,44%[activator],21%,4%,-5%,-11%,-7%,29%[59 µM]
COc1cccc(CN(C)C(=O)c2cccc(S(=O)(=O)Nc3cccc(C)c3)c2)c1OC,9%,-3%,-3%,-9%,x,-28%,x,i,x
CC[C@@H](C)[C@@H]1CN([C@@H](C)CN2CCC[C@H]2CN2C(N)=NC[C@H]2CC(C)C)C(=N)N1CCCC1CCCC1,2%,-26%,-3%,26%,x,-23%,x,-10%,x
Cc1cc(C)c(NC(=O)C2c3ccccc3Oc3ccccc32)c(C)c1,-10%,14%,-2%,19%,-6%,-2%,-16%,-2%,-8%
Cc1ccccc1N/N=C/c1c(C)nc2ccccn12,16%,-20%,7%,10%,u,u,-4%,0%,35µM*
CS(=O)(=O)N(CC(=O)N1CCN(c2ccccc2)CC1)c1ccccc1Cl,u,23%,-4%,5%,x,-3%,x,3%,x
CC(=O)Nc1cccc(Oc2cnc3ccccc3n2)c1,18%,-6%,-3%,4%,-39%,-17%,2%,-7%,61%[activator][59 µM]
Cc1ccc(N2C(=O)CC(N(O)C3CC(=O)N(c4ccc(C)cc4)C3=O)C2=O)cc1 (stereo unspecified),28%,15%,1%,9%,-18%,-34%,5%,-4%,u

Gathered by group, those above containing a CF3 group.
canonical_smiles,GLS inh,Pol iota inh,Pin1 inhibitor,HP1b binding inh,BAZ2B inh,JMJD2A Tudor inh,BLM inh,Tb PGK inh,G9a block
CNC(=O)c1cnn(-c2nc(-c3ccc(OC)cc3)cs2)c1C(F)(F)F,0%,-25%,-3%,25%,-17%,-6%,-8%,1%,9%
CC(C)CC(=O)NN(C)c1nc(-c2ccccc2)nnc1C(F)(F)F,4%,8%,4%,43%[activator],-3%,-4%,-3%,-8%,1%[59 µM]

Compound activity from PubChem.
